# GAA inhib – inhibitors of human lysosomal alpha-glucosidase. P10253. purified human GAA, 4-MU-alpha-glucoside fluorescence. Potency, µM (doses to about 76.9 µM), inactives show at the top dose activity change, negative = inhibition, usual class: inhibitors. 200,000 tested, 0.005% active. AID 1466;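 also: plate controls were uninhibited enzyme wells for no effect and no-enzyme background for full effect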
#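 Human enzyme at 4 nM with 400 uM 4-methylumbelliferyl-alpha-D-pyranoside, citrate/phosphate buffer pH 5.0, 0.005% Tween-20, 20 min at room temperature. Compounds up to 77 uM. 4-MU fluorescence (Ex 365/Em 440) read after NaOH/glycine stop; AC50 from Hill fit.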
# HTT ATP protect – protects HTT-Q103 PC12 cells, measured by ATP; PC12 HTT-Q103 induced, cytoprotection, ATP luminescence, 40 h; Potency, µM (titrated, usually from 56.4 µM), for the others: cytoprotection (ATP increase), actives largely listed as activators; 230,000 tested, 0.14% active; AID 1471;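 also: % of control where 0% means no effect; nearly all actives have a fitted effect of over 45% in size; toxic huntingtin expression switched on by the ecdysone agonist tebufenozide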
#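 PC12 cells with ecdysone-inducible HTT exon 1 Q103-GFP, induced with 100 nM tebufenozide and co-treated with library compounds in a dose series (1536-well, 1500 cells/well). Cytoprotection read as ATP content by ATPlite luminescence.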
# HTT aggregate – mutant huntingtin aggregation inhibition; PC12 HttQ103-GFP aggregates, Acumen cytometry, 40 h; Potency, µM (titrated, usually from 46.1 µM), for the others: at the top dose activity change, negative = inhibition, actives largely listed as inhibitors; 220,000 tested, 1.1% active; also: % is scaled to controls: 0 for no effect and ±100 for the full control effect; nearly all actives have a fitted effect of over 60% in size
#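 Ecdysone-promoter PC12 model expressing HTT exon 1 Q103 fused to GFP, induced by tebufenozide at 100 nM final. Compounds titrated; aggregates sized 1–25 µm scored on a 488 nm laser cytometer.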
# IMPase Li inh – IMPase inhibition in cells with lithium potentiation; CHO-M1 cells, IP1 TR-FRET (IP-One), carbachol + lithium; Potency, µM (series often up to 59.4 µM), for the others: at the highest dose activity, negative = IMPase inhibition, actives largely listed as inhibitors; 210,000 tested, 0.35% active; AID 1457;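 also: IP1 builds up when IMPase is blocked and the TR-FRET signal falls; plate controls were basal vehicle for no effect and high inhibitor control for full effect; nearly all actives have a fitted effect of over 50% in size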
#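 CHO cells stably expressing M1 receptor (2000/well) were cultured 16–30 h, then exposed to compounds with a small lithium addition for 30 min at 37C. IP1 was measured by TR-FRET competition; AC50 from Hill fits.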
# GAA glycogen – inhibitors or activators of human alpha-glucosidase glycogen cleavage; 300,000 tested, 0.38% active; P10253; Potency, µM (doses to about 76.4 µM), for inactives: at the highest dose activity change, negative = inhibition, most hits filed as inhibitors; recombinant GAA, glycogen substrate, Amplex Red glucose oxidase fluorescence;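 also: 0% = full enzyme reaction and -100% = no-enzyme basal signal; the screen sought inhibitors and activators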
#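 qHTS, 1536-well; enzyme 4 nM final; cpd up to 77 uM; substrate bovine liver glycogen 30 ug; 50 mM citrate/phosphate pH 5.0, 0.01% Tween-20; 37 C, 40 min; Amplex Red detection 45 min RT; Hill fit → AC50.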
# GoLoco inh red – blocks human Gai1 binding to RGS12 GoLoco peptide, red readout; P63096; Gai1:RGS12 GoLoco peptide FP, rhodamine, 10 min; Potency, µM (doses to about 61.6 µM), inactives show at the top dose activity, negative = inhibition, hits mostly inhibitors; 230,000 tested, 0.44% active; active = well fitted inhibition curve with a large enough effect, not every such curve was filed as active; inactive = no such curve, though single readings can be large or run the other way; also: % is scaled to controls: 0 for no effect and ±100 for the full control effect; nearly all actives have a fitted effect of over 30% in size; many of its hits are not listed in these tables
# Target sequence (P63096 whole entry, looked up): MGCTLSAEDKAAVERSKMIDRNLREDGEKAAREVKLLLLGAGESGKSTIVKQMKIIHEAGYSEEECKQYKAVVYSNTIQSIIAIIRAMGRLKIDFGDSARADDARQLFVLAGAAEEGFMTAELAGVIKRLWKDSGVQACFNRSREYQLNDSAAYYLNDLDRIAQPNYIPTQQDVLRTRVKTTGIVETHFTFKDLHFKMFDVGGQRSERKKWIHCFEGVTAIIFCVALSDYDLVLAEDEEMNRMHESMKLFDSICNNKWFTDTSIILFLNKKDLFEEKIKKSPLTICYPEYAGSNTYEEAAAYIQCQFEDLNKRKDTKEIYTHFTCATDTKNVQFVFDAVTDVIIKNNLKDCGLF
# aGlu spleen mod – inhibitors or activators of human alpha-glucosidase in spleen homogenate | P10253 | human spleen homogenate, 4-MU-alpha-glucoside fluorescence | Potency, µM (highest dose often 79.9 µM), inactives show at the highest dose activity change, negative = inhibition, usual class: inhibitors | 240,000 tested, 0.006% active | AID 2112;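 also: 0% = enzyme with vehicle and -100% = no enzyme basal signal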
#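 Human spleen homogenate (1 ug) incubated with compounds and 1 mM 4-methylumbelliferyl-alpha-D-glucopyranoside in pH 5.0 citrate/phosphate buffer, 37 C, 40 min. Stopped at pH 10; 4-MU fluorescence (Ex 365/Em 440 nm); AC50 by Hill fit.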
# The depositor's hits bear a star; ? = inconclusive; / = no result given; [ ] = remark or other dose. Unless noted, calls follow the shape of the dose curve; as a rule, active = well fitted curve in the direction sought with a large enough effect; inconclusive = small, poorly fitted or top-dose-only effect, or another doubt; inactive = no such curve, though single readings can be large; an effect the other way counts as inactive or inconclusive. Potency is read from the fitted curve at half-maximal effect.
SMILES,GAA inhib,HTT ATP protect,HTT aggregate,IMPase Li inh,GAA glycogen,GoLoco inh red,aGlu spleen mod
O=C(CNC(=O)c1ccccc1)OC1CCCCC1,-1.5%,-1.5%,15.0%,15.1%,9.6%,-0.2%,5.6%
O=C1c2ccccc2C(=O)C1c1ccc(Br)cc1,/,-268.7%[inhibitor],13.2%,/,?,/,/
COCCCNC(=S)NNC(=O)c1ccc2c(c1)OCO2,-17.7%,-3.2%,3.7%,8.4%[38.3 µM],?,10.3%,-7.0%
CCOC(=O)C1(CCCc2ccccc2)CCN(CC(O)CO)CC1 (centres undefined),-9.6%,-14.4%[10 µM],-6.8%[9.22 µM],8.2%,2.1%,0.2%,-2.3%
CCc1cc(=O)oc2cc3occ(C)c3cc12,13.3%,-1.1%[0.074 µM],-0.6%,19.5%,4.1%,7.3%,-4.7%
COc1cc2c(C(=O)O)c(C)n(-c3ccccc3)c2c2ccccc12,/,2.3%[10 µM],0.0%[9.22 µM],/,8.4%,8.5%,2.4%
O=C(CSc1nnc(-c2c[nH]c3ccccc23)o1)c1ccc(-c2ccccc2)cc1,2.5%,-15.4%[10 µM],-2.5%,-8.3%,9.4%,-17.5%,-5.6%
CC(C)(C)NC(=O)c1ccc(COc2ccccc2Br)o1,-7.4%,-30.7%,-28.4%,27.4%[38.3 µM],-2.0%,-13.2%,-0.4%
Cc1ccc(C(=O)OC2=CC(=O)CC(C)(C)C2)cc1,-11.1%,-22.2%[10 µM],5.8%,17.0%[38.3 µM],4.8%,-8.5%,-4.5%
CCOC(=O)Cc1csc(NC(=O)CCCCCN2C(=O)c3ccccc3C2=O)n1,-15.3%,0.7%,-7.0%,3.3%[38.3 µM],6.3%,9.2%,-5.4%
Nc1nnc(-c2ccccc2)c(-c2ccccc2)n1,-6.0%,-3.6%[10 µM],-16.2%,-4.6%,6.8%,-1.8%,5.9%
O=C(CSCSCC(=O)NCC1CCCO1)NCC1CCCO1 (centres undefined),3.9%,10.4%[10 µM],-9.9%,-14.7%[38.3 µM],-4.3%,2.9%,-7.6%
O=C(C1CC(c2ccc(F)cc2)=NO1)N1CCCc2ccccc21 (centres undefined),-14.8%,1.6%,2.9%,26.9%[38.3 µM],0.7%,3.6%,3.7%
Cc1nnc(NC(=O)c2oc3c(ccc4ccccc43)c2C)s1,-9.8%,-17.7%,-4.0%,6.0%[38.3 µM],0.2%,4.7%,-4.6%
CC(C)Nc1nc(Oc2ccc(=O)n(-c3ccccc3)n2)nc(N(C)C)n1,/,-7.6%[10 µM],4.3%[9.22 µM],/,2.0%,2.3%,0.9%
O=C(NCc1ccco1)/C(=C/c1cccnc1)NC(=O)c1ccco1,3.5%,5.7%,7.9%,-1.5%[38.3 µM],-0.4%,6.3%,2.9%
CC1=C(C(=O)OCC2CCCO2)C(c2ccc(Cl)cc2)NC(=O)N1 (centres undefined),-0.3%,-27.3%,-2.8%,-19.6%,-7.0%,10.7%,/
CC(C)N(Cc1nc(-c2ccccc2)no1)C(=O)CN(C)S(=O)(=O)c1ccccc1,-0.8%,5.5%[0.074 µM],9.6%,-0.4%[38.3 µM],-6.6%,1.1%,-4.9%
Cc1ccc(-c2nn(CC(=O)NCc3ccccn3)c(=O)c3ccccc23)cc1S(=O)(=O)N(C)C,-12.0%,-8.3%,-18.6%,9.8%,1.1%,11.6%,-18.7%
CCCCNC(=S)NNC(=O)CCn1nc(C)c(Br)c1C,?,4.1%,30.2%,5.0%[38.3 µM],-19.5%,5.8%,-14.0%
CS(=O)(=O)n1nc(-c2ccc(Cl)cc2)nc1SCc1ccccc1,-9.0%,-7.1%,?,3.7%[38.3 µM],-3.1%,-17.7%,-18.4%
CCc1ccc(N/C(SC)=C(/C#N)C(N)=O)cc1,2.2%,13.3%,/,0.7%[38.3 µM],4.3%,-36.1%,-8.0%
Cn1c(N)c(C(=O)c2ccc(C#N)cc2)c(=O)n(C)c1=O,2.3%,29.6%[10 µM],7.8%,-1.3%,0.2%,-9.4%,15.1%
CC(C)Sc1nnc(NC(=O)c2ccco2)s1,-2.9%,-88.7%[inhibitor],4.8%,-5.0%,-2.9%,7.8%,5.2%
CCOC(=O)CC1C(=O)NCCN1S(=O)(=O)c1ccc(C)cc1 (centres undefined),6.0%,-6.2%[10 µM],5.2%,8.2%,25.9%,10.7%,3.5%

# (listing goes on)
SMILES,GAA inhib,HTT ATP protect,HTT aggregate,IMPase Li inh,GAA glycogen,GoLoco inh red,aGlu spleen mod
CCOc1ccc(CC(=O)NNC(=O)NC2CCCCC2)cc1,9.6%,?,22.4%,2.0%,11.0%,-2.2%,-2.5%
CCOC(=O)c1ccc(Cl)c(S(=O)(=O)N2CCCC2)c1,5.3%,-14.7%,2.7%,2.3%,14.3%,-1.3%,-2.3%
C=CCSc1cc(C)nc2c(-c3ccc(Cl)cc3)c(C)nn12,-2.7%,-33.8%,-9.4%,3.7%[38.3 µM],-2.5%,-1.7%,-5.4%
O=C(Nc1ccccc1N1CCN(c2ccc(F)cc2)CC1)C12CC3CC(CC(C3)C1)C2,-4.2%,20.2%[10 µM],3.7%,1.7%,-4.9%,17.3%,-3.8%
O=C(Oc1ccc(Cl)c2cccnc12)N1CCCCCC1,-0.1%,-6.4%[1.9 µM],-0.1%,9.0%,5.8%,-1.1%,8.0%
COc1ccc(/C=N/NC(=O)c2cccc(COCC(F)(F)C(F)F)c2)cc1,-10.9%,/,-21.1%,1.6%,1.0%,8.9%,0.4%
CC(NS(=O)(=O)c1ccc(CCC(=O)NCC2CCCO2)cc1)c1ccccc1 (centres undefined),-4.7%,-12.7%[10 µM],11.4%,1.4%,10.1%,-20.6%,-18.3%
COc1ccc(Cl)cc1NC(=O)N1CCC(C)CC1,15.0%,1.5%[10 µM],6.1%[9.22 µM],-1.2%,6.5%,6.7%,1.7%
CCN1CCN(c2ccc(S(=O)(=O)N(CC)CC)cc2[N+](=O)[O-])CC1,-2.7%,6.7%[10 µM],2.6%,6.5%,-0.2%,-1.6%,1.4%
CCOC(=O)CN1C(=N)N(c2nc(NC(C)C)nc(OC)n2)CC1=O,/,-3.2%[10 µM],5.2%[9.22 µM],/,5.9%,5.2%,-4.9%
CN(C)c1ccc(C=NCC2(O)CCOC(C)(C)C2)cc1 (centres undefined),-17.8%,-9.0%[10 µM],12.6%,20.2%[38.3 µM],2.3%,15.4%,-1.8%
COc1ccccc1-c1nnc(NC(=O)OCC(C)C)s1,-0.7%,-11.1%,-1.1%,11.2µM*,8.3%,-4.6%,1.3%
CCSc1nc2cc(C(=O)OC)ccc2c(=O)n1CC,?,-10.2%,-24.4%,6.7%,0.7%,0.6%,1.5%
Cn1ccnc1C1CCCCN1Cc1nc(-c2ccc3c(c2)OCO3)no1 (centres undefined),-3.3%,-36.4%[inhibitor],8.3%,/,14.7%,18.5%,-8.1%
COc1ccc(-c2nc3ccccc3s2)cc1NC(C)=O,7.5%,-25.6%[1.9 µM],-2.7%[9.22 µM],-0.4%,19.8%,22.3%,3.0%
COc1ccccc1-c1ccc(/C=C2/C=C(C)OC2=O)o1,?,/,22.2%,2.6%,1.0%,22.4%,15.5%
O=C(Nc1ccc(F)c(F)c1)c1cc(S(=O)(=O)N2CCN(c3ccccn3)CC2)ccc1F,-11.5%,-8.3%,13.9%[1.84 µM],40.3%[activator][38.3 µM],-7.6%,-10.0%,-0.9%
CCN(CC)S(=O)(=O)c1ccc2oc(C(=O)NC3CCCc4ccccc43)c(C)c2c1 (centres undefined),?,-26.0%,6.8%,25.2%[38.3 µM],13.2%,33.9%[activator],1.7%
CC(C)(C)c1ccc(C(=O)Nc2ccc(Oc3cccnc3)nc2)cc1,-3.7%,-0.1%[10 µM],-12.8%[9.22 µM],/,0.6%,1.6%,8.0%
c1ccc(C(CCN2CC3CCC(CC3)C2)c2ccccc2)cc1,/,-6.3%[10 µM],/,33.0%[activator],/,6.7%[14.2 µM],/
OCCN1CCN(CCC=C2c3ccccc3Sc3ccc(Cl)cc32)CC1,/,-11.7%[40.3 µM],-1.3%[20.6 µM],-0.1%,/,5.3%[21.6 µM],10.0%[29.1 µM]
Cc1cccc(C)c1NC(=O)N1C(C(=O)O)CSC1C(=O)O (centres undefined),?,-9.5%[10 µM],14.7%,11.7%[38.3 µM],9.6%,-2.3%,-12.8%
O=C(Nc1ccccc1Cl)Oc1ccc(Cl)cc1Cl,-1.6%,4.8%[10 µM],-14.0%[9.22 µM],/,4.6%,-13.1%,4.4%
COC(=O)Nc1ccc(S(=O)(=O)N2CCCCC2)cc1,-10.3%,-14.5%,-20.0%,-3.1%[38.3 µM],5.9%,-4.2%,-1.0%
O=C(O)C1C(=O)NCC1c1ccccc1 (centres undefined),2.5%,10.7%,6.9%,-6.2%,6.9%,3.2%,-2.8%
Cc1cc2c(nn1)CCc1nonc1-2,-1.4%,27.1%,-7.7%,21.5%[38.3 µM],7.0%,2.9%,-6.9%
N/C(=N\c1nc(CSc2ccccn2)cc(=O)[nH]1)Nc1ccc(Cl)cc1Cl,/,3.3%[10 µM],-9.3%[9.22 µM],/,5.9%,5.9%,-3.2%

# 5 compounds picked at random from the list so far, as already listed:
SMILES,GAA inhib,HTT ATP protect,HTT aggregate,IMPase Li inh,GAA glycogen,GoLoco inh red,aGlu spleen mod
CC(NS(=O)(=O)c1ccc(CCC(=O)NCC2CCCO2)cc1)c1ccccc1 (centres undefined),-4.7%,-12.7%[10 µM],11.4%,1.4%,10.1%,-20.6%,-18.3%
O=C(CSc1nnc(-c2c[nH]c3ccccc23)o1)c1ccc(-c2ccccc2)cc1,2.5%,-15.4%[10 µM],-2.5%,-8.3%,9.4%,-17.5%,-5.6%
Cn1c(N)c(C(=O)c2ccc(C#N)cc2)c(=O)n(C)c1=O,2.3%,29.6%[10 µM],7.8%,-1.3%,0.2%,-9.4%,15.1%
C=CCSc1cc(C)nc2c(-c3ccc(Cl)cc3)c(C)nn12,-2.7%,-33.8%,-9.4%,3.7%[38.3 µM],-2.5%,-1.7%,-5.4%
CC(C)Sc1nnc(NC(=O)c2ccco2)s1,-2.9%,-88.7%[inhibitor],4.8%,-5.0%,-2.9%,7.8%,5.2%

# Source: PubChem BioAssay

# An excerpt. The share of hits here may be higher or lower than overall.
